Screens from PubChem.
GAA glycogen mod = alters human alpha-glucosidase cleavage of glycogen; Potency, µM (highest dose often 76.4 µM), for inactives: top-dose activity change, negative = inhibition, usual class: inhibitors; AID 2100; P10253; recombinant GAA, glycogen substrate, Amplex Red glucose oxidase fluorescence; actives 0.38% (n = 300,000); active means well fitted inhibition curve with a large enough effect;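 further: 0% = full enzyme reaction and -100% = no-enzyme basal signal; the screen sought inhibitors and activators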
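Recombinant human enzyme (4 nM); glycogen substrate; 37 C, 40 min, pH 5.0. Readout: coupled glucose oxidase/Amplex Red fluorescence.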
* marks the source's active call; other numbers are inactive results; [ ] = another dose, or the depositor's remark. Potency means the concentration at half of the fitted maximal effect.

O=C(O)c1cccc(S(=O)(=O)Nc2ccccc2Cc2ccccc2)c1
- GAA glycogen mod: 1%
Cc1c(OCC(=O)NCCCN2CCCC2=O)ccc2c3c(c(=O)oc12)CCC3
- GAA glycogen mod: 7%[76.3 µM]
CC1CCN(Cc2c(C(=O)N/N=C/c3ccccc3O)nnn2-c2nonc2N)CC1
- GAA glycogen mod: -3%
CC(=O)Nc1cccc(C(=O)OCN2C(=O)c3ccccc3C2=O)c1
- GAA glycogen mod: 1%[76.3 µM]
Cc1c(CCO)c(=O)[nH]n1S(=O)(=O)c1cccc(C(F)(F)F)c1
- GAA glycogen mod: -3%[76.3 µM]
COc1ccc(N2CCN(C(=O)c3ccc4c(c3)NC(=O)C(CSCc3cccc(F)c3)N4)CC2)cc1 (stereo not drawn)
- GAA glycogen mod: -23%[76.3 µM]
Cc1ccc(NC(=O)c2cnn(-c3ccccc3)c2C)cc1C
- GAA glycogen mod: 2%[76.3 µM]
CCN(CCCNS(=O)(=O)c1cc(-c2cc(C)no2)ccc1C)Cc1ccccc1
- GAA glycogen mod: -5%[76.3 µM]
Cc1cc(OC(C)C(=O)NCCCN2CCOCC2)c2c(C)c(C)c(=O)oc2c1 (stereo not drawn)
- GAA glycogen mod: 1%[76.3 µM]
COC(=O)Cn1cnc2scc(-c3ccc(C)c(C)c3)c2c1=O
- GAA glycogen mod: -11%[76.3 µM]
CN(C)N=Nc1ccc(S(=O)(=O)NC(Cc2ccccc2)C(=O)O)cc1 (stereo not drawn)
- GAA glycogen mod: 9%[76.3 µM]
CC(=O)c1sc(NC(=O)CCN2C(=O)c3ccccc3C2=O)nc1C
- GAA glycogen mod: 6%[76.3 µM]
O=C(c1cc(Br)c(Br)s1)N1CCN(c2ccccn2)CC1
- GAA glycogen mod: 0%[76.3 µM]
CCCCN(C)CCCNC(=O)c1cc(Nc2ccc(OC)c(OC)c2)nc2ccccc12
- GAA glycogen mod: 2%
CC(=O)c1ccc(OCc2cc(C(=O)N(C)Cc3nc4c(C)cccc4[nH]3)no2)cc1
- GAA glycogen mod: -6%[76.3 µM]
COc1cc(C2N(C)C(=O)c3ccccc3N2C)ccc1O (stereo not drawn)
- GAA glycogen mod: -18%[76.3 µM]
O=C(/C=C/c1cccnc1)c1ccc([N+](=O)[O-])cc1
- GAA glycogen mod: 0%[76.3 µM]
O=C(NC(=O)c1csnn1)Nc1ccccc1Cl
- GAA glycogen mod: -2%[76.3 µM]
Cc1ccc(C(=O)N2CCN(CCNC(=O)C(=O)NCc3ccc(Cl)cc3)CC2)cc1
- GAA glycogen mod: -23%[76.3 µM]
CCCOP(=O)(c1ccc(N(C)C)cc1)C(O)c1ccc(Cl)cc1Cl (stereo not drawn)
- GAA glycogen mod: 1%
COC(=O)c1ccc(N2CCOCC2)c(NC(=O)c2ccc3c(c2)OCO3)c1
- GAA glycogen mod: 1%
Cc1ccc2oc(C(=O)N3CCN(Cc4nccn4C)CC3)c(C)c2c1
- GAA glycogen mod: 1%[76.3 µM]
CCOC(=O)CSc1nnc(NC(=O)c2ccc3c(c2)OCO3)s1
- GAA glycogen mod: -5%[76.3 µM]
COc1ccc(CCN2CC(C(=O)N(C)Cc3ccc(C)o3)CCC2=O)cc1 (stereo not drawn)
- GAA glycogen mod: 8%[76.3 µM]
CC(C)(C)c1ccc(C(=O)NCCCNC(=O)c2ccccn2)cc1
- GAA glycogen mod: -23%

COc1ccc(/C(C)=N\NC(=O)CNC(=O)C(c2ccccc2)c2ccccc2)cc1OC
- GAA glycogen mod: -3%[76.3 µM]
N#Cc1sc(NCc2cccc(Cl)c2)nc1Cl
- GAA glycogen mod: -4%
COc1ccc(-n2ncc3c2CC(C)(C)CC3NC(=O)c2ccnn2C)cc1 (stereo not drawn)
- GAA glycogen mod: 1%[76.3 µM]
Cc1cc(C)cc(NC(=O)Nn2cnnc2)c1
- GAA glycogen mod: -7%[76.3 µM]
COc1ccc(C(=O)CCS(=O)(=O)c2ccc(F)cc2)cc1OC
- GAA glycogen mod: 0%[76.3 µM]
C=CCn1c(=O)c2c(nc3n2CC(C)CN3CCc2ccccc2)n(C)c1=O (stereo not drawn)
- GAA glycogen mod: 1%[76.3 µM]
CC(C)Oc1ccc(C(CCN)C2CCCCC2)cc1 (stereo not drawn)
- GAA glycogen mod: 5%
COc1ccc(Cl)cc1NS(=O)(=O)c1c(C)nc2sccn2c1=O
- GAA glycogen mod: 17%[76.3 µM]
COc1ccc(C(=O)CC(=O)C(=O)Nc2c(C)cccc2C)cc1
- GAA glycogen mod: 0%
O=C(Nc1ccnn1C1CCN(Cc2cc(Cl)ccc2O)CC1)C1CC1
- GAA glycogen mod: 8%[76.3 µM]
O=C(C[n+]1cc(Br)cc(Br)c1)c1ccccc1
- GAA glycogen mod: 1%
CS(=O)(=O)c1ccc(C(=O)N(Cc2ccccc2)c2ccccc2)cc1
- GAA glycogen mod: 0%[76.3 µM]
CNS(=O)(=O)c1cn(CC(=O)N(C)Cc2ccccc2)cc1S(=O)(=O)NC
- GAA glycogen mod: -1%
Cc1ccc(C(=O)N2CCC3(CC2)NCCc2[nH]cnc23)cc1
- GAA glycogen mod: -4%[76.3 µM]
Cn1c(/C(C#N)=C(\O)c2ccc([N+](=O)[O-])s2)nc2ccccc21
- GAA glycogen mod: 3%
CN(Cc1ccccc1)C(=O)c1cc(=O)[nH]c2ccccc12
- GAA glycogen mod: 5%[76.3 µM]
Cc1ccc(C(=O)NC2CC(C)(C)NC(C)(C)C2)cc1Cl
- GAA glycogen mod: -17%[76.3 µM]
Cc1ccc(/C=C2\SC(=S)N(CCC(=O)N3CCCCC3)C2=O)cc1
- GAA glycogen mod: 3%
COC(=O)CN(C)C(=O)c1cccc(OC2CCN(S(=O)(=O)N(C)C)CC2)c1
- GAA glycogen mod: 5%[76.3 µM]
COc1ccc(NC(=S)NCCc2ccccc2)c(C)c1
- GAA glycogen mod: 0%[76.3 µM]
Cn1c(CC(=O)Nc2ccccc2)nnc1SCC(=O)Nc1ccc(N2CCOCC2)cc1
- GAA glycogen mod: -7%
COc1ccc(CCN(C)C(=S)Nc2cccc(C)c2)cc1OC
- GAA glycogen mod: -15%[76.3 µM]
NS(=O)(=O)c1cccc(NC(=O)CCC(=O)c2cccs2)c1
- GAA glycogen mod: 3%
CC(C)Cc1nc(SCC(=O)N2CCCC2)c2c(=O)n(C)c(=O)n(C)c2n1
- GAA glycogen mod: -10%[76.3 µM]
CC(=O)Nc1cccc(/C(C)=N/N2C(C)CCCC2C)c1 (stereo not drawn)
- GAA glycogen mod: 3%

Fc1ccccc1/C=N/n1c(C2CCCCC2)n[nH]c1=S
- GAA glycogen mod: -27%
O=C(CSc1ccc(F)cc1)Nc1ccccc1N1CCOCC1
- GAA glycogen mod: -17%[76.3 µM]
CC(=O)N1CCOc2ccc(S(=O)(=O)NCC3CCC(C(=O)Nc4ccc(C)cn4)CC3)cc21 (stereo not drawn)
- GAA glycogen mod: -17%[76.3 µM]
Cc1cccc(NC(=O)c2cc[n+]([O-])cc2)c1C
- GAA glycogen mod: 0%
CC(C)[C@H](NC(=O)C1CCN(S(=O)(=O)c2ccc(F)cc2)CC1)C(=O)NCc1ccncc1
- GAA glycogen mod: -6%[76.3 µM]
CCN(CC)S(=O)(=O)c1cc(NC(=O)CCNC(=O)c2ccco2)ccc1C
- GAA glycogen mod: 4%[76.3 µM]
Cc1c(-n2c(=O)n(Cc3ccccc3)c(=O)c3[nH]cnc32)cccc1S(C)=O (stereo not drawn)
- GAA glycogen mod: 7%
COc1ccc(CNC(=O)CSc2nc(SC)ns2)cc1
- GAA glycogen mod: 1%[76.3 µM]
CCCNC(=O)CCc1c(C)nc2c(c(C)nn2-c2ccccc2)c1C
- GAA glycogen mod: -5%
CN(C)C=Nc1ccc2nc3c(cc2c1)[nH]c1ccccc13
- GAA glycogen mod: -5%
COC(=O)C1CCCCN1C(=O)c1ccc(OC2CCN(C(C)=O)CC2)c(OC)c1 (stereo not drawn)
- GAA glycogen mod: -7%[76.3 µM]
CCN(C(=O)CCN1C(=O)/C(=C/c2ccccc2)SC1=S)C1CCS(=O)(=O)C1 (stereo not drawn)
- GAA glycogen mod: -6%[76.3 µM]
O=C(Cn1c(C(=O)OCCO)cc2ccccc21)c1ccccc1
- GAA glycogen mod: 17%[76.3 µM]
CCCOc1ccc(C2CC(=O)Nc3cc(OC)c(OC)cc32)cc1 (stereo not drawn)
- GAA glycogen mod: 1%[76.3 µM]
COc1ccc(S(=O)(=O)NCc2cccnc2)cc1
- GAA glycogen mod: -4%[76.3 µM]
Cc1ccc(C(=O)Nn2cnnc2)cc1Cl
- GAA glycogen mod: 13%[76.3 µM]
O=C(NC1CCN(Cc2ccccc2)CC1)c1ccc(CS(=O)c2ccc(F)cc2)o1 (stereo not drawn)
- GAA glycogen mod: -3%[76.3 µM]
Cc1ccc(NC(=O)c2cc(C)nc3ccccc23)c(Br)c1
- GAA glycogen mod: 11%[76.3 µM]
COc1ccc([N+](=O)[O-])cc1N(CC(O)CN1CCOCC1)S(=O)(=O)c1ccccc1 (stereo not drawn)
- GAA glycogen mod: -12%
Cc1nnc(N2C(=O)c3ccc(Br)cc3C2=O)s1
- GAA glycogen mod: 0%[76.3 µM]
Cc1cccc(C(=O)N2CCc3cc(-c4nc(NC(=O)CN5CCCC5)sc4C)ccc32)c1
- GAA glycogen mod: -1%
NC(=O)c1ccccc1NC(=O)c1ccc2ccccc2c1
- GAA glycogen mod: 0%[76.3 µM]
CC(=O)Nc1ccc(NC(=O)CSc2ncnc3sc(C)c(C)c23)cc1
- GAA glycogen mod: -1%
O=C(COc1ccccc1Cl)Nc1ccccc1C(=O)N1CCOCC1
- GAA glycogen mod: 1%[76.3 µM]
O=C(CCN1N=C(c2ccccc2)CCC1=O)NCC1CCCO1 (stereo not drawn)
- GAA glycogen mod: -9%[76.3 µM]

O=C(Nc1ccc(Cl)cc1Cl)C1CCCO1 (stereo not drawn)
- GAA glycogen mod: 0%[76.3 µM]
CC(=O)Oc1ccc2c3c(c(=O)oc2c1C)CCCC3
- GAA glycogen mod: -9%
COc1ccccc1CC(NC(C)=O)C(=O)NC1CCN(C(=O)Nc2ccccc2C)CC1 (stereo not drawn)
- GAA glycogen mod: 1%
Cc1cc(C)n(CCNS(=O)(=O)c2ccc(C)c(C)c2)n1
- GAA glycogen mod: -2%[76.3 µM]
COC(=O)C1=C(C)N(Cc2ccccc2)C(=NCCc2cccnc2)N[C@H]1c1ccc(Br)cc1
- GAA glycogen mod: -8%[76.3 µM]
O=C(c1nc2ccccn2c1CN1CCCC(O)C1)N1CCN(C2CCCCC2)CC1 (stereo not drawn)
- GAA glycogen mod: 0%[76.3 µM]
CCCc1cc(C(=O)N2CCCC(N3CCN(c4ccccc4F)CC3)C2)n(C)n1 (stereo not drawn)
- GAA glycogen mod: -4%[76.3 µM]
O=C(COc1ccc(S(=O)(=O)N2CCCC2)cc1)N1CCN(c2ccccc2F)CC1
- GAA glycogen mod: 1%
COCCN1CCN(C(=O)C2CCC(=O)N(CCCc3ccccc3)C2)CC1 (stereo not drawn)
- GAA glycogen mod: -13%[76.3 µM]
CCCc1cc(=O)oc2cc(C)cc(OCC(=O)NCc3ccncc3)c12
- GAA glycogen mod: 0%[76.3 µM]
Cc1ccc(-c2ccc(CCC(=O)O)n2-c2ccc(C(=O)O)cc2)cc1
- GAA glycogen mod: 0%
Cc1cc(C)cc(N(CC(=O)NCc2ccc(F)cc2)C(=O)CCC(=O)Nc2ccccn2)c1
- GAA glycogen mod: 15%
COc1ccc(S(=O)(=O)c2c[nH]c(=S)[nH]c2=O)cc1Cl
- GAA glycogen mod: -10%
CC(=O)Nc1ccc(C(=O)N2CCCc3ccccc32)cc1
- GAA glycogen mod: -3%[76.3 µM]
CC(C)C[C@H](NC(=O)N1CCn2c1nc1ccccc12)C(=O)N[C@@H](C(=O)O)c1ccccc1
- GAA glycogen mod: -10%[76.3 µM]
COc1ccc(CN(C)C(=O)c2cccc(Oc3ccccc3)c2)c(OC)c1OC
- GAA glycogen mod: -12%[76.3 µM]
COc1ccccc1NC(=O)Nc1nnc(Cc2ccc(F)cc2)s1
- GAA glycogen mod: 6%[76.3 µM]
NS(=O)(=O)c1ccc(N=Nc2ccc(O)c3ncccc23)cc1
- GAA glycogen mod: -3%
COc1cc2c(cc1OC)C(c1ccccc1OC(C)C)CC(=O)N2 (stereo not drawn)
- GAA glycogen mod: 17%[76.3 µM]
COc1ccc(CC(=O)NCC2CCCN(Cc3cccc(C(F)(F)F)c3)C2)cc1 (stereo not drawn)
- GAA glycogen mod: 0%[76.3 µM]
COc1ccc(CNS(=O)(=O)c2ccc(-n3cnnn3)c(C)c2)cc1
- GAA glycogen mod: 3%
O=C(NCC1CCCN(Cc2cccc(F)c2)C1)c1cccc2ccccc12 (stereo not drawn)
- GAA glycogen mod: -8%[76.3 µM]
c1ccc(-c2onc(-c3ccco3)c2-c2ccc3[nH]ccc3c2)cc1
- GAA glycogen mod: 7%[76.3 µM]
Cc1ccc(NC(=O)C2CC2c2ccccc2)cc1 (stereo not drawn)
- GAA glycogen mod: 2%[76.3 µM]
N#C/C(=C\c1ccc[nH]1)C(=O)Nc1ccccc1[N+](=O)[O-]
- GAA glycogen mod: -2%[76.3 µM]

COc1ccc(-c2nc(CN3CCC(C(=O)N4CCOCC4)CC3)c(C)o2)cc1OC
- GAA glycogen mod: -6%[76.3 µM]
CC(=O)N1c2ccc(S(=O)(=O)N3CCCC(C(=O)N4CCC(C)CC4)C3)cc2CC1C (stereo not drawn)
- GAA glycogen mod: -12%[76.3 µM]
CSc1ccc(/C=C(/NC(=O)c2ccco2)C(=O)NCc2ccco2)cc1
- GAA glycogen mod: 0%[76.3 µM]
COc1ccc(C2=NN(C(=O)c3ccccc3)C(c3ccccc3)C2)c(O)c1 (stereo not drawn)
- GAA glycogen mod: 3%
Cc1ccc(S(=O)(=O)NCCc2nc3ccccc3[nH]2)cc1
- GAA glycogen mod: 7%[76.3 µM]
CCOC(=O)c1[nH]c(C)c(C(=O)/C=C/c2ccc(C(=O)O)cc2)c1C
- GAA glycogen mod: 2%
O=C(CN1C(=O)COc2ccc(Cl)cc21)Nc1ccccn1
- GAA glycogen mod: -3%[76.3 µM]
O=C(CC1OC(=O)c2ccccc21)Nc1cccc(S(=O)(=O)N2CCCCCC2)c1 (stereo not drawn)
- GAA glycogen mod: -9%[76.3 µM]

The list is partial, so the mix of outcomes need not match the whole.
